# GLP1R ag = qHTS of GLP-1 Receptor Agonists; HEK293 GLP-1R CRE-luciferase, luminescence, 4-6 h; cells express a hypersensitive GLP-1R form; Potency, µM (titrated, usually from 45.6 µM), for the others: top-dose activation, usual class: activators; hit rate 0.007% among 380,000; AID 624172, 2012; note: % of control where 0% means no effect
# Target sequence (P43220 whole entry, looked up): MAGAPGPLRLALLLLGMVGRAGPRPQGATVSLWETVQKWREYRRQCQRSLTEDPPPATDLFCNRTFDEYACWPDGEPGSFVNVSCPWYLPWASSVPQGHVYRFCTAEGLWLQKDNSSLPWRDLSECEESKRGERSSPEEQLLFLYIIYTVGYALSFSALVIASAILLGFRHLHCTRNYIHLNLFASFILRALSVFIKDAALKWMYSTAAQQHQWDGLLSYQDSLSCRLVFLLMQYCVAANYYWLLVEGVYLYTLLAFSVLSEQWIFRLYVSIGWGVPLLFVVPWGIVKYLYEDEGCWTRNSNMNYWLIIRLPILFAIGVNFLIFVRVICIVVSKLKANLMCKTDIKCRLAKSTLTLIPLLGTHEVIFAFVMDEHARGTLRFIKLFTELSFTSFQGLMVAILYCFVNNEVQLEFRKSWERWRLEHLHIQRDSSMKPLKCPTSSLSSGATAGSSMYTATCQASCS
# GLP1R inv ag = qHTS of GLP-1 Receptor Inverse Agonists (Inhibition Mode). Glucagon-like peptide 1 receptor (Homo sapiens), P43220. HEK293 GLP-1R CRE-luciferase, luminescence, 24 h; GLP-1R form is constitutively active. Potency, µM (top dose mostly 38.3 µM), for inactives: top-dose activity change, negative = inhibition, most hits filed as inhibitors. hit rate 1.6% among 410,000; note: % is set by controls: 0 for no effect and ±100 for the full control effect; nearly all actives have a fitted effect of over 55% in size
#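 HEK293 cells stably co-expressing a cAMP-responsive luciferase reporter and constitutively active GLP-1R were seeded, incubated 12 h, then exposed to compounds for 24 h at 37 C. Luminescence was read 12 min after detection reagent; inverse agonists lower signal.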
# KB-V1 MDR tox = qHTS assay for MDR1-selective chemotherapeutics: Primary screen using the drug-selected MDR subline cells KB-V1 | KB-V1 MDR cells viability, CellTiter-Glo, 72 h | Potency, µM (doses to about 46.1 µM), inactives show top-dose activity change, negative = cytotoxicity, usual class: cytotoxic | hit rate 3.4% among 400,000 | AID 1347076, 2019; note: % is set by controls: 0 for no effect and ±100 for the full control effect; nearly all actives have a fitted effect of over 60% in size
#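 Cells of the MDR subline KB-V1 are plated, dosed with compound at multiple concentrations, and incubated 72 h at 37 degrees C; CellTiter-Glo is then added and luminescence read after 10 min.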
# KB-3-1 cytotox = qHTS assay for MDR1-selective chemotherapeutics: Primary screen using the parental adenocarcinoma cell KB-3-1 | KB-3-1 viability, CellTiter-Glo ATP luminescence, 72 h | Potency, µM (titrated, usually from 46.1 µM), inactives show top-dose activity change, negative = cytotoxic, usual class: cytotoxic | hit rate 1.4% among 400,000; note: % is set by controls: 0 for no effect and ±100 for the full control effect; nearly all actives have a fitted effect of over 60% in size
#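 Using CellTiter-Glo luminescence, growth of non-resistant KB-3-1 adenocarcinoma cells is assessed 72 h after pin-tool compound addition at 37 °C. Normalized responses across the concentration series yield fitted curves.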
# SW480 rereplic = A quantitative high throughput screen for small molecules that induce DNA re-replication in SW480 colon adenocarcinoma cells | SW480 DNA re-replication, Hoechst DNA content imaging, 48 h | Potency, µM (highest dose often 46.1 µM), inactives show at the top dose re-replication activation, most hits filed as activators | hit rate 1.8% among 340,000 | AID 624297, 2012; note: % of control where 0% means no effect; nearly all actives have a fitted effect of over 55% in size
#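 Per well, 250 cells were exposed to pinned compound for 48 hr. Nuclear DNA was visualised with Hoechst (40 min, 37 C) and total object intensity recorded by fluorescence scanning.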
# TDP-43 yeast inh = qHTS of TDP-43 Inhibitors; AID 652104, 2013; TDP-43 expressing yeast growth rescue, BacTiter-Glo, 24 h; hit rate 1.8% among 410,000; Potency, µM (top dose mostly 46.1 µM), inactives show at the top dose growth rescue (activation), usual class: activators; note: % of control where 0% means no effect; nearly all actives have a fitted effect of over 50% in size
#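 In this qHTS, compounds that restore growth of yeast expressing TDP-43 appear as activators. Cells (OD600=0.02, galactose medium, raffinose-pregrown) are incubated with compound 24 hr at 30 deg C and growth is quantified by BacTiter-Glo.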
# GLP1R cytotox = qHTS of GLP-1 Receptor Inverse Agonists: Cytotox Screen; Potency, µM (doses to about 38.3 µM), for inactives: at the highest dose activity change, negative = inhibition, actives largely listed as inhibitors; hit rate 0.13% among 410,000; HEK293 cAMP-luciferase reporter cells, luminescence, 24 h;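 note: loss of luciferase light is scored as toxicity; % is set by controls: 0 for no effect and ±100 for the full control effect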
#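 MLSMR compounds, 24 hr on cells at 37 deg C/5% CO2; luminescence after luciferase reagent (12 min RT). Inhibition counted as the undesired cytotoxic outcome.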
# HT1080NT lethal = qHTS for induction of synthetic lethality in tumor cells producing 2HG: qHTS for the HT-1080-NT fibrosarcoma cell line; HT-1080-NT fibrosarcoma viability, CellTiter-Glo ATP luminescence, 48 h; hit rate 1.6% among 360,000; Potency, µM (top dose mostly 46.1 µM), for inactives: top-dose activity, negative = less viability, hits mostly cytotoxic;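 note: NT is the 2HG producing partner of a matched IDH1 knockdown line; 0% = DMSO-treated cells and -100% = media-only wells without cells; nearly all actives have a fitted effect of over 55% in size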
#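 A 48-hour cytotoxicity screen used HT-1080-NT cells plated 2 hours before compound delivery. ATP-based CellTiter-Glo luminescence measured viability, normalized to DMSO and no-cell controls.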
# HT1080 IDH1KD tx = qHTS for induction of synthetic lethality in tumor cells producing 2HG: qHTS for the HT-1080-IDH1KD cell line | Potency, µM (titrated, usually from 46.1 µM), for the others: at the highest dose activity, negative = toxicity, usual class: cytotoxic | AID 686971, 2013 | hit rate 2% among 360,000 | HT-1080 IDH1 knockdown viability, ATP luminescence, 48 h;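 note: 0% = DMSO wells and -100% = cell-free medium wells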
#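 Viability of IDH1-knockdown HT-1080 fibrosarcoma cells was assessed by CellTiter-Glo after 48 h at 37 °C with titrated compound; concentration-effect curves were classified by fit quality and response size.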
# An asterisk follows results filed as active; ? = inconclusive; . = no result given; & = joins results of further samples; [ ] = dose if it differs, or a comment. Calls come from the whole dose curve; as a rule, active = well fitted curve in the direction sought with a large enough effect; inconclusive = small, poorly fitted or top-dose-only effect, or another doubt; inactive = no such curve, though single readings can be large; an effect the other way counts as inactive or inconclusive. Potency is the fitted concentration of half-maximal effect.
SMILES,GLP1R ag,GLP1R inv ag,KB-V1 MDR tox,KB-3-1 cytotox,SW480 rereplic,TDP-43 yeast inh,GLP1R cytotox,HT1080NT lethal,HT1080 IDH1KD tx
Cc1ccc(C)c(NC(=O)CN(C)C(=O)CC2OC(=O)c3ccccc32)c1 (stereo not given),5%,-2%,.,.,11%,-8%,18%,0%,-3%
COc1ccc(Oc2nc3c(c(=O)n(Cc4ccc(Br)cc4)c(=O)n3C)n2C)cc1,.,1%,5%,5%,.,11%,-6%,.,.
Cc1ccc(NC(=O)CN(C)C(=O)c2ccc(COc3ccccc3)cc2)cc1,26%,?,-19%,-16%,-1%,1%,-20%,-15%,-14%
CC(C)(C)c1cc2nc(N)nc(N)n2n1,9%,37%[activator],6%,4%,-11%,12%,-5%,4%,2%
O=C(Nc1nc2ccc(SC(F)F)cc2s1)c1ccc(NS(=O)(=O)c2ccc(F)c(F)c2)cc1,-7%,?,?,-13%,-3%,24%,-15%,?,?
Cc1cccnc1NC(=O)c1ccc(S(=O)(=O)N2CC(C)OC(C)C2)cc1 (stereo not given),-3%,1%,2%,-2%,-5%,.,-8%,-1%,2%
CC(OC(=O)c1ccncc1)C(=O)Nc1cc(S(=O)(=O)N2CCCCC2)ccc1Cl (stereo not given),4%,-35%,0%,1%,-9%,-17%,5%,-4%,-3%
O=C(c1cn(-c2ccccc2)nc1-c1ccncc1)n1nnc2ccccc21,1%,40%[activator],1%,-16%,?,-22%,-5%,-3%,-2%
CCN(c1ccccc1)c1nc(C#N)nc(N(CC)c2ccccc2)n1,7%,?,?,-25%&4%,-4%,0%,-3%,?,?
O=C(O)c1ccc(N/N=C/c2ccc(-c3ccccc3)cc2)cc1,-4%,64%[activator],0%,?,21µM*,5.6µM*,20%,16µM*,10µM*
CCOC(=O)c1csc(NC(=O)CSc2nnnn2CC)n1,3%,0%,0%,-2%,1%,0%,-12%,19%,14%
CCc1ccc(-n2c(Cc3ccccc3)nnc2SCc2nc(-c3cccs3)no2)cc1,.,?,?,-6%,.,?,-5%,.,.
O=C(Nc1c(C(=O)N2CCOCC2)cnn1-c1ccccc1)c1ccccc1F,7%,13%,-11%,3%,2%,12%,-5%,1%,6%
O=C(NCCCN1CCN(c2ccccc2F)CC1)Nc1ccccc1[N+](=O)[O-],1%,-11%,-4%,?,-1%,0%,0%,2%,-4%
Cn1c(=O)c2c(nc(Sc3ncccn3)n2Cc2ccccc2Cl)n(C)c1=O,-12%,0%,23µM*,-2%,-13%,-13%,-2%,4%,0%
COc1ccc(S(=O)(=O)N(C)C[C@H]2Oc3c(cccc3N(C)C)C(=O)N([C@H](C)CO)C[C@@H]2C)cc1,0%,15%,-10%,-5%,-1%,-1%,-2%,-3%,6%
COc1ccc(N2CCN(S(=O)(=O)c3ccc(-c4ccno4)cc3OC)CC2)cc1,.,1%,-2%,5%,.,21%,-3%,.,.
COc1ccc(/C=C2\N=C(SC)SC2=O)cc1OC,-12%,-5%,30%,26%,-8%,6%,-10%,2%,18%
COc1cc(/C=C2\SC(=S)N(C(C(=O)O)c3ccccc3)C2=O)ccc1O (stereo not given),-5%,-6%,-1%,11%,-22%,1%,?,-3%,4%
CC(OCCN1CCCC1)(c1ccc(F)cc1)c1ccc(F)cc1,-2%,10µM*,-11%,-18%,-5%,7%,?,-26%,-27%
CN(C)c1oc(/C=C/c2cccs2)nc1S(=O)(=O)c1ccccc1,1%,13%,-9%,0%,23µM*,-22%,10%,-4%,-5%
CCCNC(=O)C1(C)CCN(C(=O)c2cccc(Cl)c2)C1 (stereo not given),-6%,10%,4%,0%,.,16%,0%,?,21%
CCN(CC)CCOC(=O)c1ccc(NC(=O)CSc2cc(=O)n(CC)c3ccccc23)cc1,.,4%,6%,3%,.,-7%,-8%,.,.
CC1CCN(C(=O)CN(C2CCCCC2)S(C)(=O)=O)CC1,-8%,-14%,3%,-4%,0%,-4%,-18%,9%,0%
COc1cccc(NC(=O)Cn2cnc3c(oc4nc5c(cc43)CCCC5)c2=O)c1,-2%,10%,-9%,0%,?,19%,-10%,-3%,5%
SMILES,GLP1R ag,GLP1R inv ag,KB-V1 MDR tox,KB-3-1 cytotox,SW480 rereplic,TDP-43 yeast inh,GLP1R cytotox,HT1080NT lethal,HT1080 IDH1KD tx
O=C(O)c1ccc(Nc2ncc([N+](=O)[O-])cc2[N+](=O)[O-])cc1,0%,5%,5%,1%,-14%,-8%,-11%,4%,1%
CCSc1nnc(Cn2c(=O)sc3ccccc32)n1-c1ccc(OC)cc1,3%,8%,-8%,-1%,4%,0%,-10%,-3%,10%
COC1=CC(=O)OC(c2cccc(C#N)c2)C1 (stereo not given),.,5%,-6%,-1%,.,22%,-11%,12%,14%
C[N+]1(CCOC(=O)C2(c3ccccc3)CCCC2)CCCCC1,3%,?,1%,-14%,1%,-10%,17%,-1%,12%
COc1cc(OC)c(OC)cc1/C=N/Nc1ncnc2c1[nH]c1ccc(C)cc12,21%,56%,-4%,-3%,3%,-9%,10%,15%,5%
Cc1oc2ccc(O)c(CN3CCN(C)CC3)c2c1C(=O)Nc1ccccc1,.,-9%,11%,2%,.,12%,1%,.,.
CC(C)(C)NCCCCOc1ccc(F)cc1,1%,-11%,1%,-1%,-2%,-19%,5%,-2%,3%[9.24 µM]
CS(=O)(=O)c1ccc2nc(NC(=O)C3CCCCC3)sc2c1,-7%,12%,10%,12%,0%,-25%,-5%,?,?
O=C(C(NS(=O)(=O)c1cccc2nsnc12)c1ccccc1)N1CCN(c2ccccn2)CC1 (stereo not given),-3%,?,?,0%,-1%,-4%,-15%,0%,-4%
O=C(CN1CCN(c2ccc(F)cc2)CC1)NCc1ccc(F)cc1,4%,?,-3%,0%,-17%,19%,-3%,0%,9%
C/C(=N\Nc1ccccc1Cl)c1ccc(-n2ccnc2)cc1,0%,27%[7.66 µM],?,-1%,-8%,7.1µM*,4%[7.66 µM],1%,11%
CC(C)c1ccc2[nH]c(O)c(N=NC(=S)NCCc3ccccc3)c2c1,6%,?,-19%,?,-9%,?,-6%,?,?
O=C(CN1C(=O)C2C3CCC(C3)C2C1=O)OCC(=O)c1cccc([N+](=O)[O-])c1 (stereo not given),-3%,-8%,-5%,1%,-2%,25%,-1%,6%,1%
O=C(CSC1=NCCS1)Nc1ccnc2ccccc12,-5%,-1%,?,?,6%,-25%,?,?,-21%
COc1ccccc1CNC(=O)C1(C)CCN1C(=O)C1(c2ccccc2)CC1 (stereo not given),2%,?,?,-14%,.,5%,8%,-2%,1%
COc1cc(C(=O)NCC(=O)NNC(=O)CN(C)S(=O)(=O)c2ccc(Cl)cc2)cc(OC)c1OC,5%,6%,-1%,-1%,2%,-29%,0%,-3%,-4%
CCOC(=O)Cn1c(S(=O)(=O)Cc2ccccc2)nc2ccccc21,-1%,-21%,2%,-1%,23%,16%,3%,6%,2%
COc1ccc(F)cc1-c1nc(N)nc(N)n1,-2%,19%,0%,6%,-9%,8%,10%,9%,5%
Cc1ccc(-c2nc3ccccc3s2)cc1NC(=O)COc1ccccc1,.,26%,14%,1%,.,1%,-2%,.,.
O=C(COc1ccccc1[N+](=O)[O-])N/N=C/c1cccc(OC(=O)c2ccc3c(c2)OCO3)c1,5%,?,-6%,20%,1%,0%,1%,2%,1%
COc1ccc(C(C)NC(=O)C2CCCC2)cc1 (stereo not given),8%,5%,0%,1%,1%,-9%,0%,3%,2%
COc1ccc(S(=O)(=O)N2CCN(CC(=O)N3c4ccccc4CC3C)CC2)cc1OC (stereo not given),1%,28%,-23%,1%,4%,0%,15%,1%,0%
CCCc1cc(=O)[nH]c(SCC(=O)Nc2cc(S(=O)(=O)N(CC)c3ccccc3)ccc2Cl)n1,-1%,?,0%,-9%,-3%,-15%,13%,-27%,?
O=C(CNC(=O)C12CC3CC(CC(C3)C1)C2)N/N=C\c1ccccn1,2%,5%[0.307 µM],-3%,2%,-2%,-6%,-11%[0.307 µM],-3%,4%
COc1ccc(NS(=O)(=O)c2cccc(C(=O)NCC(c3ccco3)N(C)C)c2)cc1 (stereo not given),6%,-10%,-18%,0%,-14%,-9%,2%,5%,1%
Cc1cc2nc(-c3cccc(NC(=O)c4ccc(Br)o4)c3C)oc2cc1C,0%,-1%,2%,-13%,-1%,-14%,-30%,-30%,?
Nc1ncnc2c1ncn2C1CCCC1,19%,0%,7%,-8%,-120%[inhibitor],25%,1%,-3%,2%
Cc1ccc(NC(=O)c2ccc(=O)n(Cc3ccccc3C)c2)c(C)c1,12%,-25%,?,0%,.,15%,-4%,.,.
